KinaseGlo FLuc = blocks Kinase-Glo luciferase, a counter-screen artifact | 0.28% of 200,000 active | Kinase-Glo luciferase, ATP luminescence, 8 min | AID 1379 | Potency, µM (doses to about 38.3 µM), for the others: at the top dose activity change, negative = inhibition, hits mostly inhibitors; also: potency is read from the fitted curve at half-maximal effect; % is scaled to controls: 0 for no effect and ±100 for the full control effect; nearly all actives have a fitted effect of over 60% in size
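Recombinant Kinase-Glo luciferase, 10 uM ATP (linear range), luciferin; imidazole pH 7.2 / KCl / MgCl2 / Tween / BSA buffer; 8 min RT; luminescence.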
NPSR antag = blocks cAMP signaling of the human neuropeptide S receptor; 1% of 220,000 active; AID 1461; Q6W5P4; Potency, µM (doses to about 38.3 µM), inactives show at the top dose activity change, negative = inhibition, hits mostly inhibitors; CHO-NPSR cells, cAMP TR-FRET, antagonist mode; also: potency is read from the fitted curve at half-maximal effect; % is scaled to controls: 0 for no effect and ±100 for the full control effect; nearly all actives have a fitted effect of over 50% in size; many of its hits are not listed in these tables
Target sequence (Q6W5P4 whole entry, looked up): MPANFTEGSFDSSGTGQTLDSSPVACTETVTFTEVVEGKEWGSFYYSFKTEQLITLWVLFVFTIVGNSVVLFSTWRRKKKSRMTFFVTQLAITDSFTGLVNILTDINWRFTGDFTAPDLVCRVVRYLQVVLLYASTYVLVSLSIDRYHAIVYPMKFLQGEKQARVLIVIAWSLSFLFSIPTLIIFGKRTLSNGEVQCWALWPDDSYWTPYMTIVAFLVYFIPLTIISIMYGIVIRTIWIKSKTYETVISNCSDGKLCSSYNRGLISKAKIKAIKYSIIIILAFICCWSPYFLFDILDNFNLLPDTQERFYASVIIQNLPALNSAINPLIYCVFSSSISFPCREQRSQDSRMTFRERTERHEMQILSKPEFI
L3MBTL1 block = L3MBTL1 (human) inhibition; Q9Y468; AlphaScreen L3MBTL1–H3K9me1 peptide binding; Potency, µM (highest dose often 57.1 µM), inactives show top-dose activity, negative = inhibition, usual class: inhibitors; 0.66% of 230,000 active; also: potency is read from the fitted curve at half-maximal effect; % is scaled to controls: 0 for no effect and ±100 for the full control effect; nearly all actives have a fitted effect of over 60% in size
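Displacement of a biotinylated histone H3(1-15) peptide monomethylated at Lys9 (75 nM) from L3MBTL1 (50 nM) was measured by AlphaScreen after a 30 min room-temperature compound incubation; cefsulodin titration served as intraplate control.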
CBFb RUNX1 block = CBF-beta/RUNX1 interaction disruption; Q01196+Q13951; AlphaScreen CBFb-His/RUNX1-biotin binding, biochemical; Potency, µM (series often up to 59.8 µM), inactives show top-dose activity, negative = inhibition, hits mostly inhibitors; 230,000 tested, under 10 active; AID 1477; also: % of control where 0% means no effect
Target sequence (Q01196 whole entry, looked up): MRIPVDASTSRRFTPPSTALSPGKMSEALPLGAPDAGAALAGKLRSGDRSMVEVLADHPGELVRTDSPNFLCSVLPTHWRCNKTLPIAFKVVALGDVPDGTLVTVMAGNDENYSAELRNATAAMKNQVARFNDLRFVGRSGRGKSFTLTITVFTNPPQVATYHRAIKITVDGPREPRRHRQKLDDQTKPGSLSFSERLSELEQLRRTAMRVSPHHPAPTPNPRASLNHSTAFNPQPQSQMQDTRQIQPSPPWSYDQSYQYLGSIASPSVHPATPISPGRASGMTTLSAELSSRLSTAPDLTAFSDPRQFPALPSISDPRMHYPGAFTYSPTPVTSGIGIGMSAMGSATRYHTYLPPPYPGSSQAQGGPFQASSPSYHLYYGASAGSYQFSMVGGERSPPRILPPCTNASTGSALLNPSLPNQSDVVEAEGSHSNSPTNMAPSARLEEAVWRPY
Target sequence (Q13951 whole entry, looked up): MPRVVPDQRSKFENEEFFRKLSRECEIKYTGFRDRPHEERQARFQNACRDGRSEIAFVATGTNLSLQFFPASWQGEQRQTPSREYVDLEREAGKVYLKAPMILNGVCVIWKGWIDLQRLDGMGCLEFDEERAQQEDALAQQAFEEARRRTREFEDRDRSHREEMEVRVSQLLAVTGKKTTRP
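Read-out: AlphaScreen. Format: His-CBF-beta with biotinylated RUNX1 (30 nM each) preincubated 20 min, compound 15 min, Ni-chelate plus streptavidin beads 90 min; room temperature throughout.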
Epigenetic reg = derepresses silenced GFP reporter in murine cells. murine LDR cells, GFP reporter derepression, 30 h. Potency, µM (highest dose often 53.9 µM), for the others: at the top dose GFP activation, hits mostly activators. 0.2% of 280,000 active; also: potency is read from the fitted curve at half-maximal effect; % of control where 0% means no effect; nearly all actives have a fitted effect of over 60% in size
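Murine LDR cells bearing a silenced CMV-driven GFP reporter were exposed to compound for 30 h at 37 C. After PBS washes, GFP-positive cells (20-120 um objects) counted by laser-scanning microplate cytometry.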
HTT aggregate = inhibitors of mutant huntingtin aggregate formation in PC12 cells; Potency, µM (doses to about 46.1 µM), for inactives: at the highest dose activity change, negative = inhibition, usual class: inhibitors; AID 1688; PC12 HttQ103-GFP aggregates, Acumen cytometry, 40 h; 1.1% of 220,000 active; also: potency is read from the fitted curve at half-maximal effect; % is scaled to controls: 0 for no effect and ±100 for the full control effect; nearly all actives have a fitted effect of over 60% in size
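Steps: seed 1500 PC12 HTTQ103-GFP cells/well; add tebufenozide, 100 nM final; add compound titration; add ATPLite reagent; quantify GFP aggregates by laser scanning cytometry.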
IMPase Li cell = IMPase inhibition in cells with lithium potentiation; CHO-M1 cells, IP1 TR-FRET (IP-One), carbachol + lithium; Potency, µM (titrated, usually from 59.4 µM), without a hit: top-dose activity, negative = IMPase inhibition, most hits filed as inhibitors; 0.35% of 210,000 active;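 also: IP1 builds up when IMPase is blocked and the TR-FRET signal falls; potency is read from the fitted curve at half-maximal effect; plate controls were basal vehicle for no effect and high inhibitor control for full effect; nearly all actives have a fitted effect of over 50% in size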
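Readout is a homogeneous TR-FRET IP1 immunoassay (Ex 320, Em 665 and 620), where raised cytosolic IP1 lowers signal. Cells were CHO-M1 treated 30 min at 37C with test compounds plus a little lithium; AC50 values came from Hill-equation fitting.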
Starred values were filed as active, the others as inactive; [ ] = another dose, or the depositor's remark. Calls follow the shape of the dose curve; as a rule, active = well fitted curve in the direction sought with a large enough effect; inconclusive = small, poorly fitted or top-dose-only effect, or another doubt; inactive = no such curve, though single readings can be large; an effect the other way counts as inactive or inconclusive. The list is partial; rates above refer to the full screens.

Screening COc1c(C)cccc1C(=O)NC(=S)Nc1ccc2c(c1)Cc1ccccc1-2 returned KinaseGlo FLuc 7.2%, NPSR antag 3.0%[46.1 µM], L3MBTL1 block 1.3%, CBFb RUNX1 block 3.3%, Epigenetic reg -2.1%, HTT aggregate 0.9% and IMPase Li cell -3.7%[38.3 µM].
Screening O=c1c2ccccc2c(C=Nc2ccc(S(=O)(=O)N3CCCCC3)cc2)c(O)n1-c1ccc(Cl)cn1 returned KinaseGlo FLuc -0.6%, NPSR antag 0.9%, L3MBTL1 block 31.0%, CBFb RUNX1 block -15.1%, Epigenetic reg 6.4%, HTT aggregate 3.2% and IMPase Li cell -5.5%.
O=C1C2C3C=CC(C3)C2C(=O)N1Cc1ccc(CN2C(=O)C3C4C=CC(C4)C3C2=O)cc1 (stereo unspecified) was read as KinaseGlo FLuc -3.8%, NPSR antag -3.1%[46.1 µM], CBFb RUNX1 block 6.9%, Epigenetic reg -3.9%, HTT aggregate inconclusive and IMPase Li cell 25.8%[38.3 µM].
`Cc1nn(C)c(C)c1CNC(=O)c1cnn2c1NC(c1ccccc1)CC2C(F)(F)F` (stereo unspecified) gave KinaseGlo FLuc -4.1%, NPSR antag -17.9%[46.1 µM], L3MBTL1 block 1.5%, CBFb RUNX1 block 0.0%, Epigenetic reg -1.2%, HTT aggregate -6.1% and IMPase Li cell -14.2%[38.3 µM].
O=C(NC(=S)Nc1cc(C(F)(F)F)ccc1N1CCOCC1)c1sc2ccccc2c1Cl was read as KinaseGlo FLuc 1.9%, NPSR antag 0.7%, L3MBTL1 block -2.4%, CBFb RUNX1 block -0.5%, Epigenetic reg 2.0%, HTT aggregate 21.9% and IMPase Li cell -6.6%.
`COc1ccc(OCCN2CCN(C3CC(=O)N(CCC(C)C)C3=O)CC2)cc1` (stereo unspecified) gave KinaseGlo FLuc -4.0%, NPSR antag -20.0%[46.1 µM], L3MBTL1 block -4.9%, CBFb RUNX1 block 2.7%, Epigenetic reg -3.9%, HTT aggregate 5.1%[9.22 µM] and IMPase Li cell 13.7%[38.3 µM].
COc1ccc(S(=O)(=O)Nc2ccccc2OC)cc1NC(=O)Cc1cccs1 was read as KinaseGlo FLuc 0.4%, NPSR antag 0.9%, L3MBTL1 block -5.4%, CBFb RUNX1 block -0.4%, Epigenetic reg -3.0%, HTT aggregate 7.8% and IMPase Li cell 9.2%.
Screening COCCOc1ccc(C(F)(F)F)cc1NC(=O)c1ccc(C)cc1 returned KinaseGlo FLuc 3.1%, NPSR antag -14.3%[46.1 µM], L3MBTL1 block 6.0%, CBFb RUNX1 block 2.8%, Epigenetic reg 4.6%, HTT aggregate -6.0% and IMPase Li cell -23.1%.
For CN(Cc1ccccc1)C(=O)CSc1cc(=O)n(C)c2ccccc12 the results were NPSR antag -7.0%, CBFb RUNX1 block 3.6%, Epigenetic reg 1.3%, HTT aggregate 6.9% and IMPase Li cell 4.6%.
Screening COc1nc(-c2ccccc2)c2c(c1C#N)CC(C)(C)OC2 returned KinaseGlo FLuc -4.6%, NPSR antag -9.3%[46.1 µM], CBFb RUNX1 block 9.5%, Epigenetic reg -1.4%, HTT aggregate 4.4% and IMPase Li cell 0.2%[38.3 µM].
`O=C(NCCO)C(=O)c1c(-c2ccc(Cl)cc2)cc2ccccn12` gave KinaseGlo FLuc 2.0%, NPSR antag 3.0%, L3MBTL1 block 2.5%, CBFb RUNX1 block 4.2%, Epigenetic reg -1.5%, HTT aggregate 20.9% and IMPase Li cell 0.5%.
O=C(Nc1nc2c(s1)CCc1ccccc1-2)c1ccco1 was read as KinaseGlo FLuc -2.1%, NPSR antag -6.6%[46.1 µM], L3MBTL1 block -9.1%, CBFb RUNX1 block 5.5%, Epigenetic reg -9.5%, HTT aggregate -19.6% and IMPase Li cell 30.0%[38.3 µM].
Cc1ccc(C(=O)N2NC(c3ccccc3F)C3C(=O)N(c4cccc(C)c4)C(=O)C32)cc1 (stereo unspecified) was read as KinaseGlo FLuc -3.6%, NPSR antag 13.8%, L3MBTL1 block -12.5%, CBFb RUNX1 block -4.1%[2.36 µM], Epigenetic reg 2.6%, HTT aggregate 3.0% and IMPase Li cell 10.3%.
COc1ccc(C2=NOC(C(=O)NCCCn3ccnc3)C2)cc1 (stereo unspecified) was read as KinaseGlo FLuc 0.3%, NPSR antag -3.3%[46.1 µM], CBFb RUNX1 block -0.5%, Epigenetic reg 1.4%, HTT aggregate -20.7% and IMPase Li cell 15.7%[38.3 µM].
`Cc1ccc(N2CCN(C(=O)Nc3cccc([N+](=O)[O-])c3)CC2C)cc1` (stereo unspecified) gave KinaseGlo FLuc 2.7%, NPSR antag -15.5%, L3MBTL1 block -8.7%[11.4 µM], CBFb RUNX1 block -3.6%, Epigenetic reg -0.1%, HTT aggregate inconclusive and IMPase Li cell 3.5%.

By substructure, those above containing two or more sulfur atoms (2)
O=C(NC(=S)Nc1cc(C(F)(F)F)ccc1N1CCOCC1)c1sc2ccccc2c1Cl was read as KinaseGlo FLuc 1.9%, NPSR antag 0.7%, L3MBTL1 block -2.4%, CBFb RUNX1 block -0.5%, Epigenetic reg 2.0%, HTT aggregate 21.9% and IMPase Li cell -6.6%.
COc1ccc(S(=O)(=O)Nc2ccccc2OC)cc1NC(=O)Cc1cccs1 was read as KinaseGlo FLuc 0.4%, NPSR antag 0.9%, L3MBTL1 block -5.4%, CBFb RUNX1 block -0.4%, Epigenetic reg -3.0%, HTT aggregate 7.8% and IMPase Li cell 9.2%.

Later entries.
Screening CCCC1=NN2C(=N)/C(=C\c3cc(C)n(Cc4ccccc4)c3C)C(=O)N=C2S1 returned NPSR antag 36.0%, L3MBTL1 block 1.4%, CBFb RUNX1 block -6.4%, Epigenetic reg 1.1% and HTT aggregate 15.7%[9.22 µM].
Screening CCCCCn1c(C(C)NC(=O)CCC)nc2ccccc21 (stereo unspecified) returned KinaseGlo FLuc 1.4%, NPSR antag -8.2%[46.1 µM], L3MBTL1 block 4.6%, CBFb RUNX1 block 11.2%, Epigenetic reg 0.0%, HTT aggregate -15.3% and IMPase Li cell 4.0%[38.3 µM].
Screening O=C(CC1(O)C(=O)Nc2ccc(Br)cc21)c1ccc2c(c1)OCO2 (stereo unspecified) returned KinaseGlo FLuc -1.2%, NPSR antag -7.0%[46.1 µM], L3MBTL1 block inconclusive, CBFb RUNX1 block 0.7%, Epigenetic reg 0.5%, HTT aggregate 1.7% and IMPase Li cell -8.2%[38.3 µM].
For CC1=C(C(=O)OC(C)C)C(c2ccco2)NC(=O)N1 (stereo unspecified) the results were KinaseGlo FLuc 0.1%, NPSR antag 4.1%[46.1 µM], L3MBTL1 block inconclusive, CBFb RUNX1 block 0.9%, Epigenetic reg 1.2%, HTT aggregate -29.7% and IMPase Li cell -15.0%[38.3 µM].
`CC(/C=C1\SC(=Nc2cccnc2)NC1=O)=C\c1ccccc1` gave NPSR antag 35.4%, L3MBTL1 block -5.4%, CBFb RUNX1 block -4.5%, Epigenetic reg 0.0% and HTT aggregate -17.7%[9.22 µM].
For CC(Oc1ccc2oc(-c3ccccc3)c(C(=O)O)c2c1)C(=O)O (stereo unspecified) the results were KinaseGlo FLuc 4.4%, NPSR antag -10.1%[46.1 µM], L3MBTL1 block -2.1%, CBFb RUNX1 block 2.3%, Epigenetic reg -3.0%, HTT aggregate -0.7% and IMPase Li cell -0.4%[38.3 µM].
Screening NC1=NC(=O)/C(=C/c2cn(Cc3ccccc3)c3ccccc23)S1 returned KinaseGlo FLuc 0.4%, NPSR antag -23.1%, L3MBTL1 block -19.8%, CBFb RUNX1 block -3.5%, Epigenetic reg -1.1%, HTT aggregate inconclusive and IMPase Li cell 6.1%.
CNc1c(N)c(=O)oc2ccccc12 was read as KinaseGlo FLuc 1.3%, NPSR antag -20.7%, CBFb RUNX1 block 8.1%, Epigenetic reg -2.5%, HTT aggregate 4.5% and IMPase Li cell 19.0%.
`CCCN1CCN(CCCNC(=O)Cn2cc3c(n2)CCCC3)CC1` gave KinaseGlo FLuc 1.8%, NPSR antag 3.7%[46.1 µM], L3MBTL1 block 9.2%, CBFb RUNX1 block 9.5%, Epigenetic reg -0.8%, HTT aggregate -20.0% and IMPase Li cell 17.2%[38.3 µM].
For COc1ccc(O)c(C(=O)CC(=O)c2ccc(F)cc2)c1 the results were KinaseGlo FLuc -1.9%, NPSR antag -19.4%[46.1 µM], CBFb RUNX1 block -12.1%, Epigenetic reg -0.3%, HTT aggregate inconclusive and IMPase Li cell 23.2%[38.3 µM].
For CSc1c(CC(=O)Nc2ccccc2)n(Cc2ccccc2)c2ccccc12 the results were KinaseGlo FLuc -1.9%, NPSR antag -24.2%, L3MBTL1 block 3.8%, CBFb RUNX1 block -1.1%, Epigenetic reg 1.5%, HTT aggregate -18.4% and IMPase Li cell 10.5%.
For O=C(O)c1cccc(-n2nnnc2SCc2ccccn2)c1 the results were KinaseGlo FLuc -0.4%, NPSR antag -1.2%[46.1 µM], CBFb RUNX1 block 6.6%, Epigenetic reg 0.0%, HTT aggregate -14.1% and IMPase Li cell 10.4%[38.3 µM].
Cc1ccc(-c2csc(NC(=O)C3CCN(S(=O)(=O)c4cccs4)CC3)n2)cc1 was read as KinaseGlo FLuc 10.3%, NPSR antag 3.8%, L3MBTL1 block 0.3%, CBFb RUNX1 block -1.9%, Epigenetic reg 1.3%, HTT aggregate inconclusive and IMPase Li cell 8.9%.
For CCOc1ccc(C(=O)CSc2nnc3ccccn23)cc1 the results were KinaseGlo FLuc 3.3%, NPSR antag 15.7%[46.1 µM], CBFb RUNX1 block -4.2%, Epigenetic reg -1.5%, HTT aggregate 9.4% and IMPase Li cell 25.3%[38.3 µM].
Screening O=C(CN1C(=O)NC(c2ccccc2)(c2ccccc2)C1=O)c1c[nH]c2ccccc12 returned KinaseGlo FLuc 6.6%, NPSR antag -37.2%, L3MBTL1 block 43.2%[activator], CBFb RUNX1 block -1.1%, Epigenetic reg 6.2%, HTT aggregate 8.1%[9.22 µM] and IMPase Li cell 2.1%.
Screening O=C(NN1C(=O)C2C3C=CC(C4CC34)C2C1=O)c1cccc(Cl)c1 (stereo unspecified) returned KinaseGlo FLuc 0.7%, NPSR antag 8.2%, L3MBTL1 block 5.6%, CBFb RUNX1 block 4.8%, Epigenetic reg 0.0%, HTT aggregate -25.2% and IMPase Li cell -4.2%.
Screening CCOC(=O)c1sc(NC(=O)CSc2nccc(C)n2)c(C#N)c1C returned KinaseGlo FLuc -3.6%, NPSR antag -13.2%[46.1 µM], CBFb RUNX1 block 3.7%, Epigenetic reg 1.9%, HTT aggregate 12.1% and IMPase Li cell 31.0%[activator][38.3 µM].
Screening CCCN(CCC)c1c([N+](=O)[O-])c(=O)oc2ccccc12 returned KinaseGlo FLuc -0.2%, NPSR antag 9.6%, L3MBTL1 block 6.2%, CBFb RUNX1 block 0.7%, Epigenetic reg -1.0%, HTT aggregate 1.0% and IMPase Li cell -1.5%.
